NSD2 inh: NSD2 (human) methyltransferase inhibition. NSD2 peptide methylation, AlphaScreen, 120 min. inhibition, % at 12.5 µM. 310,000 compounds, 0.54% hits. AID 743445; in the data active means inhibition above about 50%
dFosB act: mouse delta FosB homodimer activation. P13346. purified delta FosB, TAMRA-CDK5 oligo fluorescence polarization; percent of positive-control signal above neutral wells. activation, % at 25 µM. 340,000 compounds, 0.99% hits;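 active means mean activation above about 17%, with every replicate also reaching it, limit read from the data, passing the limit was not always enough; inconclusive means only one of the two conditions met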;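 further: fluorescence polarization rise as delta FosB binds a TAMRA Cdk5 AP-1 oligo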
Wnt bcat act: activates Wnt/beta-catenin signaling in a reporter cell assay. activator, plate reader. 300,000 compounds, 1.2% hits. activation, % at 9.35 µM. AID 743398; in the data active means activation above about 30%, passing the limit was not always enough; inconclusive means no clear call, values can overlap the other calls;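 further: 0% = neutral control wells and 100% = positive control wells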
V-ATPase pHluor: alters yeast V-ATPase proton transport; AID 504577; S. cerevisiae, pHLuorin cytosolic pH fluorescence; response, % at 10 µM; 350,000 compounds, 0.37% hits; in the data active means response mostly above about 7.3%, no sharp cut-off; inactive means mostly below about 5.4%; further: actives read high; inactives centre near 0; some compounds called inactive have numbers as strong as hits; reference of the scale not given here
HTR5A inv ag: HTR5A inverse agonism, opioid heterodimer counter-screen; P47898; HTR5A cell line, luminescence; inhibition, % at 9.3 µM; 340,000 compounds, 0.083% hits; in the data active means inhibition mostly above about 23%, no sharp cut-off; inactive means mostly below about 18%;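 further: 0% = cells with DMSO and 100% = no-cell wells with DMSO; some compounds called inactive have numbers as strong as hits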
Target sequence (P47898 whole entry, looked up): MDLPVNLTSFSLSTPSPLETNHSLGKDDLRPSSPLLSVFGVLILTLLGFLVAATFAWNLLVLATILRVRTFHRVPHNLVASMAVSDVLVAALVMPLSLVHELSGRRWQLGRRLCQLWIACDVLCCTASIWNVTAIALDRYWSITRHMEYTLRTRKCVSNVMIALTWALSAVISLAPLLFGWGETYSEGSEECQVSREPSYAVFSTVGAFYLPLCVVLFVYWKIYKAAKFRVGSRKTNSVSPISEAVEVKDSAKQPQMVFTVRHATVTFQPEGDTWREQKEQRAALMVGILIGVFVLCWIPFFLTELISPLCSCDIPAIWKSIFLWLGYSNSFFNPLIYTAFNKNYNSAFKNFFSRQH
HTR5A ag ctr: HTR5A agonism, opioid heterodimer counter-screen. P47898. HTR5A agonist assay, luminescence, cell-based. activation, % at 9.3 µM. 340,000 compounds, 0.61% hits. AID 504692; in the data active means activation mostly above about 9.5%, no sharp cut-off; inactive means mostly below about 7.6%;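 further: 0% = cells with vehicle only and 100% = reference agonist; strong numbers were not always called active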
CDK5 p35 inh: CDK5/p35 (human) kinase inhibition | Q00535+Q15078 | Recombinant CDK5/p35, ADP-Glo luminescence, 60 min | inhibition, % at 10 µM | 330,000 compounds, 0.01% hits;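 active means highest replicate inhibition of at least 50% and at least 75% of replicates reaching 50%; inconclusive means only one of the two criteria met; inactive means both criteria failed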;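 further: plate controls were DMSO neutral control for no effect and GW8510 at 10 µM for full effect; many of its hits are not listed in these tables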
MITF act: increases MITF-driven TRPM1 promoter luciferase signal. SK-MEL-5 TRPM1-promoter luciferase, 24 h; % of positive control, neutral wells = 0. activation, % at 12.5 µM. 300,000 compounds, 0.75% hits;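 active means mean activation of at least 80% with every replicate also reaching 80%; inconclusive means mean reaches 80% but some replicate falls short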;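 further: 0% = neutral control wells and 100% = parthenolide positive control wells; values of inactives mirror those of a sister screen read the other way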
SR-BI DiI inh: mouse SR-BI HDL lipid transfer inhibition | Q61009 | ldlA[mSR-BI] CHO cells, DiI-HDL uptake fluorescence, 3 h | inhibition, % at 12.5 µM | 320,000 compounds, 0.96% hits | AID 488896;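 active means mean replicate inhibition of at least 70% and a set share of replicates each scoring 70 or more; inconclusive means meets just one of the two criteria; inactive means fails both criteria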;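 further: 0% = median of neutral control wells and 100% = median of positive control wells; values of inactives mirror those of a sister screen read the other way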
Target sequence (Q61009 whole entry, looked up): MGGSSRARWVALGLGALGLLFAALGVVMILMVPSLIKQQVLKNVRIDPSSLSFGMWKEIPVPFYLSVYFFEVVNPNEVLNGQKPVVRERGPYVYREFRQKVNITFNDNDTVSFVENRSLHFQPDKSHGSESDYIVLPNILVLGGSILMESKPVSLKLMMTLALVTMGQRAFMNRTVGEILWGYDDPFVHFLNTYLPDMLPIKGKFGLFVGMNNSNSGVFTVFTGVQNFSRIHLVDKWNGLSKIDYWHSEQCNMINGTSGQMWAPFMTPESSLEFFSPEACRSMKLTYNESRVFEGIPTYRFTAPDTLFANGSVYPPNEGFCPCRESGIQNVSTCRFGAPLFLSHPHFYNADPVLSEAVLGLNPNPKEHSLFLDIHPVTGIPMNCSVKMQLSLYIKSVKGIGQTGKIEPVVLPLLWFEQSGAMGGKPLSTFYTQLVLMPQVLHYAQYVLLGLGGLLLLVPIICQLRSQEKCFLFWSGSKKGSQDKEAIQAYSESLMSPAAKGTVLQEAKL
PvdQ acylase: blocks Pseudomonas aeruginosa PvdQ acylase activity; purified PvdQ acylase, fluorescence plate reader; inhibition, % at 10 µM; 340,000 compounds, 0.063% hits; in the data active means inhibition above about 30%, passing the limit was not always enough; inconclusive means no clear call, values can overlap the other calls;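 further: 0% = vehicle neutral wells and 100% = reference inhibitor wells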
Numbers without * were called inactive; ? = inconclusive; nt = not tested or not shown.

SMILES	NSD2 inh	dFosB act	Wnt bcat act	V-ATPase pHluor	HTR5A inv ag	HTR5A ag ctr	CDK5 p35 inh	MITF act	SR-BI DiI inh	PvdQ acylase
Cn1nnnc1SCc1csc(Nc2ccccc2)n1	0	-1	nt	0	-10	1	3.4	58	17	-22
O=C(CSC1=NCCN1)Nc1ccccc1[N+](=O)[O-]	0	3	4	1	-10	4	-5.8	-6	?	-14
COc1ccc(C(CNC(=O)C(C)(C)Oc2ccc(Cl)cc2)N2CCCC2)cc1 (centres undefined)	3	2	-1	0	4	0	1.0	9	2	9
Cn1c(N)c(C(=O)COC(=O)c2ccc(F)cc2Cl)c(=O)n(C)c1=O	0	11	-1	2	22	-1	0.6	11	21	-4
Cc1c(-c2cc(C(=O)O)no2)cnn1C	-2	3	0	1	-6	2	1.5	4	-6	1
CCCCNC(=O)c1sc2nc(C)cc(COC)c2c1-n1cccc1	18	-14	-4	0	0	0	1.9	8	0	8
CCn1c(=O)cc(OCC(=O)N2CCN(c3ccc(F)cc3)CC2)c2ccccc21	-3	-5	1	1	-7	-2	0.7	-3	21	0
CCN1/C(=C/c2ccc3ccccc3[n+]2CCCS(=O)(=O)[O-])C=Cc2cc(C)ccc21	nt	-8	0	-1	13	-4	3.0	-2	4	4
COC(=O)CCCNS(=O)(=O)c1ccc2ccccc2c1	-1	-6	nt	1	-2	3	-1.3	-15	-38	3
COc1ccc(C(=O)Nc2ccc3c(c2)Cc2ccccc2-3)cc1	-2	2	nt	1	1	0	0.1	10	7	0
CC(C)NCC#CCOc1ccc(Cl)cc1	53*	-6	-1	1	17	4	-3.7	4	3	-12
COc1ccc(CCNC(=O)COc2ccc(S(=O)(=O)NC3CCCCC3)cc2Cl)cc1	-1	-9	nt	-3	9	-3	-15	-23	51	-26
O=C(Nc1ccon1)c1cccc(C(F)(F)F)c1	-5	2	nt	6	-6	9	-0.4	0	nt	4
C/C(=N\NC(N)=S)c1cc(-c2ccccc2)c(-c2ccccc2)s1	11	-3	-5	-2	7	-2	-0.8	nt	44	12
CC(C)OC(=O)c1cc2ccccc2[nH]1	0	-6	9	-3	-15	1	1.4	49	7	-16
Cc1cc(C)cc(NC(=O)Cc2ccc(-n3cccc3)cc2)c1	0	-11	-5	-1	-29	8	2.3	6	10	-14
CCCC(=O)Nc1ccc(S(=O)(=O)Nc2nccs2)cc1	-3	-2	0	0	14	4	0.7	nt	-14	-25
N/C(=N\OC(=O)Oc1ccccc1)c1ccc(Br)cc1	18	-4	5	1	-15	2	-1.5	5	-14	-17
COc1ccc(/C(O)=C2/C(=O)C(=O)N(CCN(C)C)C2c2ccc(F)cc2)cc1Cl (centres undefined)	3	6	-3	-1	-8	3	-2.7	-3	-37	17
C/C(=N\NS(=O)(=O)c1ccc([N+](=O)[O-])cc1)c1cccs1	0	2	-8	-2	2	-2	-1.2	9	-6	6
CC(=O)c1ccccc1NC(=O)CSc1n[nH]c(=O)n1C1CC1	-1	-8	1	3	15	-4	-0.7	-13	-14	0
Cc1ccc(NCc2nc3ccccc3n2C)cc1C	6	-8	13	-2	-5	1	-1.4	nt	-39	7
Cc1cccc(C)c1NC(=O)CN1C(=O)C2CC=CCC2C1=O (centres undefined)	1	-1	0	0	-18	7	1.7	1	-9	3
COc1cccc2sc(NNC(=O)c3nc4ccccc4s3)nc12	nt	-7	3	0	-8	3	0.8	-12	15	-9
Cc1cnc(=O)[nH]c1SCc1cccc([N+](=O)[O-])c1	0	-5	-1	2	2	0	0.3	6	-14	-2
Cc1ccc(NC(=O)CNC(=O)Cc2cccc3ccccc23)nc1	-3	-4	2	1	11	1	-1.9	-21	8	2
O=C(c1ccccc1)N1N=C(c2ccccc2)CC1(O)C(F)(F)F (centres undefined)	-1	-10	-2	-4	-10	3	-0.4	5	22	5
C/C(=N\Nc1ccccc1)c1cccc(N)c1	6	-3	25	-3	-17	10	0.7	nt	10	8
Cc1ccc(S(=O)(=O)Nc2ccc3c(c2)nc(CCN2CCCCC2)n3C)cc1	nt	-7	1	0	16	-6	1.0	5	3	9
COc1ccc(C(=O)N/C(=C\c2ccccc2)C(=O)Nc2ccc(C(=O)O)cc2)cc1	0	-4	5	0	14	-4	0.5	4	8	-9
Cc1cc2c(cc1C)CSC(c1c(O)ccc3ccccc13)SC2	6	2	-20	1	5	-4	0.4	-3	15	-11
O=C(c1cc(S(=O)(=O)N2CCOCC2)ccc1F)N1CCCc2ccccc21	-1	-1	nt	-2	10	-4	-0.2	-12	14	-17
COc1ccc(CCN=C(N)NS(=O)(=O)c2ccc(F)cc2)cc1	nt	1	-2	11	7	4	-0.2	-15	0	11
O=c1[nH]c(CS(=O)(=O)c2ccccc2)nc2ccccc12	0	2	nt	-1	-3	1	-0.3	-8	-19	-17
CC(=O)NC1C(=O)N=C(SCC(=O)NC(C)c2ccccc2)NC1=O (centres undefined)	-1	-4	-2	-1	-11	4	-3.5	6	-22	-15
Cc1cc(C)c2nc(C(F)(F)F)nc(NCCCN3CCCC3=O)c2c1	2	-7	nt	-4	-3	1	-0.9	nt	31	-6
COc1ccc(CC(=O)NCC(=O)NC(Cc2ccccc2)C(=O)O)cc1 (centres undefined)	nt	-4	2	3	-10	3	-0.3	3	-2	-5
Cc1cccc(NC(=O)c2ccc3ccccc3n2)n1	-3	-39	-2	0	-28	2	0.5	17	-2	-20
Cc1sc2ncn(Cc3ccccc3F)c(=O)c2c1C	2	3	0	2	-4	1	-0.4	-7	-9	-19
CCNc1nc2c(cnn2C)c(=O)[nH]1	0	-7	3	-5	-15	4	-1.6	17	-1	14
N#Cc1c(C(F)(F)F)cc(-c2ccc(F)cc2)[nH]c1=O	-8	-2	1	-3	1	0	-11	-5	-13	-30
O=C(Nc1nnc(SCC(=O)N2CCCc3ccccc32)s1)c1ccc2ccccc2c1	14	-6	25	2	6	-4	0.0	55	18	-5
O=C(c1ccccc1-c1nc2ccccc2[nH]1)N1CCOCC1	0	-4	nt	1	-12	1	1.4	-2	8	-7
CCOC(=O)N1CCN(c2ccc(S(=O)(=O)N3CCOCC3)cc2[N+](=O)[O-])CC1	2	7	-2	2	-6	2	-0.3	-1	8	-11
O=S(=O)(Nc1ccccn1)c1cccs1	0	-11	0	-1	19	-1	1.2	-7	-4	-2
CCNC(=S)N1CCN=C1Nc1nc(C)cc(C)n1	-1	-6	-2	0	nt	nt	-0.3	5	-33	-11
O=C(Cn1nc(Cc2cccnc2)c2ccccc2c1=O)Nc1ccc2c(c1)OCO2	nt	-4	-1	1	-12	2	-5.4	nt	15	-18
CC(Sc1nnnn1-c1ccccc1)C(=O)Nc1ccc(N2CCN(C)CC2)cc1 (centres undefined)	11	-10	-3	2	3	-1	-1.2	10	34	-9
Oc1ccc(Br)cc1/C=N/n1c(-c2ccccc2)n[nH]c1=S	7	1	-1	0	3	-6	1.3	nt	0	-3
CCOC(=O)C1C(=O)NC(N2CCCCC2)=NC1c1ccco1 (centres undefined)	0	-4	3	15*	10	5	1.1	4	-2	5

A draw from above in order of molecular weight, descending:
SMILES	NSD2 inh	dFosB act	Wnt bcat act	V-ATPase pHluor	HTR5A inv ag	HTR5A ag ctr	CDK5 p35 inh	MITF act	SR-BI DiI inh	PvdQ acylase
O=C(Nc1nnc(SCC(=O)N2CCCc3ccccc32)s1)c1ccc2ccccc2c1	14	-6	25	2	6	-4	0.0	55	18	-5
CCOC(=O)N1CCN(c2ccc(S(=O)(=O)N3CCOCC3)cc2[N+](=O)[O-])CC1	2	7	-2	2	-6	2	-0.3	-1	8	-11
CC(Sc1nnnn1-c1ccccc1)C(=O)Nc1ccc(N2CCN(C)CC2)cc1 (centres undefined)	11	-10	-3	2	3	-1	-1.2	10	34	-9
O=C(Cn1nc(Cc2cccnc2)c2ccccc2c1=O)Nc1ccc2c(c1)OCO2	nt	-4	-1	1	-12	2	-5.4	nt	15	-18
COc1ccc(CC(=O)NCC(=O)NC(Cc2ccccc2)C(=O)O)cc1 (centres undefined)	nt	-4	2	3	-10	3	-0.3	3	-2	-5
Cc1cc(C)c2nc(C(F)(F)F)nc(NCCCN3CCCC3=O)c2c1	2	-7	nt	-4	-3	1	-0.9	nt	31	-6
CC(=O)NC1C(=O)N=C(SCC(=O)NC(C)c2ccccc2)NC1=O (centres undefined)	-1	-4	-2	-1	-11	4	-3.5	6	-22	-15
CCOC(=O)C1C(=O)NC(N2CCCCC2)=NC1c1ccco1 (centres undefined)	0	-4	3	15*	10	5	1.1	4	-2	5
O=C(c1ccccc1-c1nc2ccccc2[nH]1)N1CCOCC1	0	-4	nt	1	-12	1	1.4	-2	8	-7
O=c1[nH]c(CS(=O)(=O)c2ccccc2)nc2ccccc12	0	2	nt	-1	-3	1	-0.3	-8	-19	-17
Cc1sc2ncn(Cc3ccccc3F)c(=O)c2c1C	2	3	0	2	-4	1	-0.4	-7	-9	-19
N#Cc1c(C(F)(F)F)cc(-c2ccc(F)cc2)[nH]c1=O	-8	-2	1	-3	1	0	-11	-5	-13	-30
Cc1cccc(NC(=O)c2ccc3ccccc3n2)n1	-3	-39	-2	0	-28	2	0.5	17	-2	-20
O=S(=O)(Nc1ccccn1)c1cccs1	0	-11	0	-1	19	-1	1.2	-7	-4	-2

Next entries.
SMILES	NSD2 inh	dFosB act	Wnt bcat act	V-ATPase pHluor	HTR5A inv ag	HTR5A ag ctr	CDK5 p35 inh	MITF act	SR-BI DiI inh	PvdQ acylase
CCN/N=C(\Cc1nc2ccccc2[nH]1)c1ccccc1	nt	-16	0	-2	16	-6	0.1	9	13	-13
COc1ccc(N(C(=O)CNC(=O)c2ccco2)C(C(=O)NCC2CCCO2)c2ccccc2)cc1 (centres undefined)	26	-5	3	-1	-16	5	-0.2	2	-8	-9
COc1ccc2c(c1)C=C(CN1CCN(C(C)C)C(CCO)C1)CO2 (centres undefined)	-4	-1	-1	-2	-8	3	-2.2	-10	2	-17
CS(=O)(=O)NCCSCc1ccc(Cl)cc1	-3	9	nt	-3	5	5	0.4	nt	-17	-14
CN(C)C(=O)CN1C(=O)NC2(CCc3ccccc32)C1=O (centres undefined)	2	3	-1	4	-2	8	0.4	5	17	-10
N#Cc1ccsc1NC(=O)c1cccc(-n2cnnn2)c1	4	-1	5	1	9	1	-0.2	7	11	-15
COc1ccc(CCN2CC(C(=O)NCCc3cccnc3)CCC2=O)cc1 (centres undefined)	-2	-3	0	6	2	5	-8.0	8	-4	-6
Cc1ccc(C)c(N(CC(=O)Nc2ccccc2C(=O)NCc2ccco2)S(=O)(=O)c2ccccc2)c1	-2	0	nt	1	-3	1	-1.1	-5	-2	6
CN(C)n1cnc2ccsc2c1=O	-2	4	-1	2	3	-1	-0.4	9	-15	-11
O=C(NCc1ccccc1Cl)C1CCCN1S(=O)(=O)c1ccccc1F (centres undefined)	-7	-5	-3	0	-7	-3	1.3	-1	4	8
COc1ccc(OC)c2sc(N(CCCN(C)C)C(=O)CCS(=O)(=O)c3ccccc3)nc12	7	-4	-10	1	4	-2	0.0	-20	-44	7

Bioassay records (PubChem BioAssay)
